Source: PubChem BioAssay
phage Ecoli inh – E. coli growth loss with phage present | AID 651602 | inhibition, % at 11.9 µM | growth absorbance | 360,000 compounds, 0.26% hits; in the data active = inhibition above about 11%
Active calls of the source: *. Only part of the results is shown; the hit share may differ from the screen's.

phage Ecoli inh,SMILES
2.5,CCOC(=O)[C@]12CCCC=C1N(Cc1ccco1)C(=O)[C@H](CC(=O)N1CCCCC1)C2
2.5,CC(C)c1ccc([C@@H]2O[C@H](C)CC3=C2C(=O)OC(C)(C)O3)cc1
4.6,CN(C)c1cccc(Nc2ccc(-c3ccc(OC(F)(F)F)cc3)cn2)c1
3.6,CC(C)Oc1ccc(F)cc1-c1cc(C(=O)Nc2ccccc2)[nH]n1
3.3,CCN(CC)CCN1CCN(c2cncc(-c3ccc4ccccc4c3)n2)CC1
5.4,CC(=O)NCCNc1nc2cc(-c3ccccc3C)sc2c(=O)n1C
1.9,COc1ccc(NC(=O)c2cc(C3CCCCN3C(=O)CCc3ccccc3)on2)c(C)c1 (centres undefined)
4.0,Cc1cn([C@H]2C[C@H](O)[C@@H](/C=C/C(=O)NCCN3CCOCC3)O2)c(=O)[nH]c1=O
2.8,C[C@H](NC(=O)[C@@H]1CCCN1C(=O)[C@@H]1CCCN1C(=O)c1ccccc1)c1ccccc1
5.9,CN(C)CCN(C)C1CN(C2CCCC2)S(=O)(=O)C1 (centres undefined)
3.4,CC(C)CC(N)c1csc(Nc2ncccn2)n1 (centres undefined)
-0.2,CN(C)c1cccc(NC(=O)c2ccc(-c3ccc(F)c(F)c3)c3ccoc23)c1
2.3,Cc1cc2c(cc1C)-n1nnnc1C(N(C)CCc1ccccc1)C(=O)N2 (centres undefined)
-2.0,COc1ccc(C2=Cc3ccccc3C(CC(=O)C3CC3)N2c2ccc(C#CCCO)cc2)cc1 (centres undefined)
6.3,CC1(C(=O)Nc2ccccc2)Cc2c(-c3ccc4c(c3)OCO4)ccnc2O1 (centres undefined)
4.0,COC(=O)C1=C(C)N(C)C(=NCc2ccc3c(c2)OCO3)NC1c1cccc(Cl)c1 (centres undefined)
2.0,COCCCn1cc(CN2CC(N3CCN(C4CCN(C)CC4)CC3)CS2(=O)=O)nn1 (centres undefined)
2.7,COC(=O)C[C@H]1C=C[C@H](NC(=O)Cc2ccccc2)[C@@H](CO)O1
2.5,COc1c(C)cc(C(O)c2ncc(-c3ccccc3C(F)(F)F)[nH]2)cc1C (centres undefined)
3.0,NC(c1csc(Nc2nccc(C(F)(F)F)n2)n1)C1CCCCC1 (centres undefined)
1.5,C=CCNc1ncnc2c1ncn2[C@H]1CN(Cc2cccs2)C[C@@H](CO)O1
1.1,O=C(c1cccc(Cl)c1)N1CCC(=O)N([C@H](COCc2ccccc2)Cc2ccccc2)CC1
0.5,CN(Cc1cn(Cc2cccc(C(F)(F)F)c2)nn1)C1CN(Cc2cn(Cc3cccc(C(F)(F)F)c3)nn2)S(=O)(=O)C1 (centres undefined)
1.6,Cc1cccc(S(=O)(=O)NC(=O)C2(C)CCN2C(=O)Cc2cc(F)ccc2F)c1 (centres undefined)
1.1,O=C(NCc1cccc(C(F)(F)F)c1)c1ccc2sc(COCCO)nc2c1

Of the compounds above, these have four or more nitrogen atoms.
phage Ecoli inh,SMILES
3.3,CCN(CC)CCN1CCN(c2cncc(-c3ccc4ccccc4c3)n2)CC1
5.4,CC(=O)NCCNc1nc2cc(-c3ccccc3C)sc2c(=O)n1C
4.0,Cc1cn([C@H]2C[C@H](O)[C@@H](/C=C/C(=O)NCCN3CCOCC3)O2)c(=O)[nH]c1=O
3.4,CC(C)CC(N)c1csc(Nc2ncccn2)n1 (centres undefined)
2.3,Cc1cc2c(cc1C)-n1nnnc1C(N(C)CCc1ccccc1)C(=O)N2 (centres undefined)
2.0,COCCCn1cc(CN2CC(N3CCN(C4CCN(C)CC4)CC3)CS2(=O)=O)nn1 (centres undefined)
3.0,NC(c1csc(Nc2nccc(C(F)(F)F)n2)n1)C1CCCCC1 (centres undefined)
1.5,C=CCNc1ncnc2c1ncn2[C@H]1CN(Cc2cccs2)C[C@@H](CO)O1
0.5,CN(Cc1cn(Cc2cccc(C(F)(F)F)c2)nn1)C1CN(Cc2cn(Cc3cccc(C(F)(F)F)c3)nn2)S(=O)(=O)C1 (centres undefined)

Continued:
phage Ecoli inh,SMILES
1.1,CCOC(=O)[C@]12CCC=C1N(Cc1cccc3ccccc13)C(=O)[C@H](CC(=O)NCCCOC)C2
1.9,CCNC(=O)C1(C)CCN1C(=O)CCc1cccc(Cl)c1 (centres undefined)
4.4,Cc1cc2c(c(=O)o1)[C@@]1(C(=O)N(C)c3ccccc31)C1=C(CC3(CCCCC3)OC1=O)O2
2.4,CC1(C(=O)NS(=O)(=O)c2cccc(C#N)c2)CCN1C(=O)c1ccccc1 (centres undefined)
1.5,COc1ccccc1Cc1c(-c2cccc(Cl)c2)nc2ccc(C)cn12
2.9,CC(C)CNc1ncnc2c1ncn2[C@H]1CN(CCc2ccccc2)C[C@@H](CO)O1
0.2,COc1ccc(C)cc1NC(=O)c1cnc2sccn2c1=O
3.0,CN1CCN(C2CN(Cc3cn(Cc4cccc(Cl)c4)nn3)S(=O)(=O)C2)CC1 (centres undefined)
-0.1,CC1=C(C(=O)N(C(C)C)C(C)C)CC(CC(=O)NCCc2ccccn2)C(=O)N1Cc1ccc(C(C)(C)C)cc1 (centres undefined)
4.3,Cc1ccc(N2CCN(C(C(=O)Nc3c(C)cccc3C)c3cccc(F)c3)CC2)cc1 (centres undefined)
1.2,O=c1c(-c2ccco2)nc2ccccc2n1C(CCc1ccccc1)c1nc2ccccc2[nH]1 (centres undefined)
4.9,CN(C)c1ccc(CNC(=O)/C=C/[C@H]2O[C@@H](n3ccc(=O)[nH]c3=O)[C@H](O)[C@@H]2O)cc1
1.8,CSCCC(c1nc2ccccc2[nH]1)n1c(=O)c(-c2ccco2)nc2ccccc21 (centres undefined)
1.2,CCNC(=O)C1(C)CCCN(C(=O)c2ccc(C(F)(F)F)nc2C)C1 (centres undefined)
5.8,CC(C)(C)c1ccc2cc(F)cc(F)c2n1
1.3,CC(C)S(=O)(=O)N1CCCC(c2cc(C(=O)NCc3cccnc3)no2)C1 (centres undefined)
2.5,CC(=O)C(=Cc1cccc(C#N)c1)C(=O)c1ccccc1
1.2,Cc1ccccc1C(c1ncccc1C)N(C)C(=O)C1CCN(CCOc2ccc(Cl)cc2Cl)CC1 (centres undefined)
0.3,NC(c1csc(Nc2ccc(C(=O)NCCCO)cn2)n1)c1ccccc1Cl (centres undefined)
3.1,CCc1nc2c(OCC(=O)N3CCOCC3)cccn2c1N(C)C(=O)COc1ccccc1
-3.1,COc1cccc(-c2nc3nc(C)cc(C)n3c2NC2CCCC2)c1
0.7,O=C(NC(c1ccccc1)c1ccsc1)C1CCN(Cc2ccc(Cl)c(Cl)c2)CC1 (centres undefined)
2.1,CC1(C(=O)N2CCCCC2)CCN1C(=O)c1ccccc1CCc1ccccc1 (centres undefined)
1.8,CN1CCN(C(=O)c2cc3c(c(-c4cccc(-c5cc6ccccc6o5)c4)n2)[C@H](CCO)N(S(=O)C(C)(C)C)C3)CC1 (some centres undefined)
1.1,Cc1cc(O)ccc1-c1cccc2nccn12
0.9,COc1ccc(NC(=O)c2ccc(-c3c(C)noc3C)c3ccoc23)cc1
1.8,Cc1c(C(=O)NCc2ccco2)sc(=O)n1Cc1ccc(S(C)(=O)=O)cc1
-1.0,O=C(C(=O)N1CCC(CNS(=O)(=O)c2ccccc2OC(F)(F)F)CC1)c1cccs1
2.0,COc1ccc(-c2cc(C(=O)NCc3ccc(F)cc3)[nH]n2)c(C)c1
4.4,C[C@@H]1COc2cccc(N3CCN(Cc4ccccc4F)CC3)c2S(=O)(=O)N1
1.0,COC[C@@H]1CCCN1[C@H]1CS(=O)(=O)N[C@@H]1COCc1ccccc1
0.9,CN(Cc1ccc(Cl)c(Cl)c1)C(c1cc2ccccc2o1)c1nnnn1C(C)(C)C (centres undefined)
-2.6,CN1OC[C@@H]2CN(S(=O)(=O)c3ccccc3)[C@H](c3ccc(N4CCCCC4)cc3)C[C@@H]21
7.2,CCOC1=CC2=C(C(=O)C(Cl)=CC2=O)[C@@H]2CN(S(=O)(=O)c3ccc(C)cc3)[C@@H](c3ccccc3)[C@H]12
-1.8,N#CCc1ccc(OCCCN2CCC(C(O)(c3ccccc3)c3ccccc3)CC2)cc1
2.1,CC(=O)Nc1cccc(Oc2nc(NC(C)C)nc3cc(-c4ccccc4)sc23)c1
3.4,COc1cccc(CNC(=O)C2(C)CCCN2C(=O)C(C)C)c1 (centres undefined)
3.1,CCCCC(=O)N(C)c1c(C)nc2ccc(C(=O)NCCN(C)C)cn12
5.5,CC(C)C[C@H](NC(=O)/C=C/[C@H]1O[C@@H](n2ccc(=O)[nH]c2=O)[C@H](O)[C@@H]1O)C(=O)O
-15,CC(C)n1nnnc1C1c2ccccc2C(=O)N1Cc1ccco1 (centres undefined)
-1.2,COc1cccc(CN2CCC2(C)C(=O)Nc2ccc3c(c2)OCO3)c1F (centres undefined)
0.3,COc1ccc(-c2cc(NC=O)c3ncc(-c4ccc(OC)c(OC)c4)n3c2)cc1OC
3.5,Cc1c(C(=O)NCc2ccc([N+](=O)[O-])cc2)sc(=O)n1Cc1ccc2c(c1)OCO2
2.5,Cn1c(-c2ccccc2)c(Sc2ccccc2)c2cc(-c3ccc4cc[nH]c4c3)ccc21
1.7,CCN=C1NC(c2cccc(Cl)c2)C(C(=O)OC)=C(C)N1Cc1ccc(C(F)(F)F)cc1 (centres undefined)
3.8,O=C(NCc1ccccc1)C(c1ccc(F)cc1)N1CCN(C(=O)C2CCCO2)CC1 (centres undefined)
0.8,COC(=O)[C@]12C[C@H](CC(=O)NCCC(C)C)C(=O)N(CCC3=CCCCC3)C1=C[C@H](C(C)(C)C)O[C@@H]2C
2.5,CNc1cncc(-c2cccc(C(C)=O)c2)n1
-2.2,CN1CCCC(C(=O)Nc2cccc(Cl)c2)CC1 (centres undefined)
2.0,Cc1c(C(=O)NCc2ccccc2C(F)(F)F)sc(=O)n1Cc1ccccc1C#N

The results go on:
phage Ecoli inh,SMILES
1.6,O=C(C(=O)N1CCN(S(=O)(=O)c2ccc(F)cc2)CC1)c1cccc(C(F)(F)F)c1
3.0,COc1cccc(S(=O)(=O)Nc2ccc3c(c2)C(=O)N(C)C[C@H](OC)[C@H](C)CN(Cc2ccccc2F)[C@@H](C)CO3)c1
3.8,Cn1nc(C(C)(C)C)cc1N1C(=O)CCC1(C)C(=O)NCc1ccccc1 (centres undefined)
-0.4,COCCN1C(=O)CSCC1(C)C(=O)NCc1ccccc1 (centres undefined)
3.6,CCCCC(=O)N(C)c1c(CC)nc2c(OCc3ccc(Cl)cc3Cl)cccn12
3.8,CCCCC[C@@H]1CCCCC[C@H](O)C[C@@H](O)[C@@H](O)/C=C/C(=O)O1
2.6,Cc1ccccc1S(=O)(=O)NC(=O)C1(C)CCN1C(=O)C1(c2ccccc2)CC1 (centres undefined)
3.2,CCCCc1ccc(S(=O)(=O)NC(=O)C2(C)CCN2C(=O)c2cccc(F)c2)cc1 (centres undefined)
1.4,CCCc1c(-c2cccc(Br)c2)ncn1Cc1ccccc1OC
3.2,COC(=O)C1C(=O)N(S(=O)(=O)c2ccc([N+](=O)[O-])cc2)c2ccccc21 (centres undefined)
0.9,CC(C)(C)NC(=O)C(c1cc2ccccc2o1)n1c(=O)c(-c2ccccc2)nc2ccccc21 (centres undefined)
2.6,N#Cc1cccc(NC(=O)c2cc(C3CCCCN3S(=O)(=O)c3cccc4cccnc34)on2)c1 (centres undefined)
2.1,O=[N+]([O-])c1ccccc1N=Nc1ccc(O)cc1O
3.6,CN(C)c1ccc(-c2ccnc3c2CC(C)(C(=O)Nc2cccc(N(C)C)c2)O3)cc1 (centres undefined)
1.7,CC(C)C[C@H]1COc2cc(N3CC[C@H](O)C3)ccc2S(=O)(=O)N1
1.9,CCCCCCCCN1C(=O)[C@H](CC(=O)NCC23CC4CC(CC(C4)C2)C3)C[C@@]2(C(=O)OC)CC(C)(C)CC=C12
2.6,O=C(NCCN1CCC(n2c(=O)[nH]c3ccccc32)CC1)c1ccc(C(F)(F)F)cc1C(F)(F)F
0.9,COc1cccc(CNS(=O)(=O)c2cc(Br)ccc2Br)c1OC
2.5,CCCS(=O)(=O)NC(=O)C1(C)CCCN(C(=O)c2ccc(SC(F)(F)F)cc2)C1 (centres undefined)
1.4,CCC1(C)CC(C#N)(C#N)C(=O)NC1=O (centres undefined)
0.8,COC(=O)N1C[C@H](OCc2cn(-c3cc(Cl)cc(Cl)c3)nn2)[C@H](OCc2cn(-c3cc(Cl)cc(Cl)c3)nn2)C[C@@H]1c1ccccc1Br
2.5,COC(=O)c1cccc(N2C(=O)C[C@](Sc3ccc(C)cc3)(C(=O)OC)[C@H]2c2ccccc2)c1
4.4,CCCC(=O)N1CCC1(C)C(=O)NS(=O)(=O)c1cccc(Cl)c1 (centres undefined)
4.7,Cc1ccc(Cc2c(-c3ccco3)nc3c4ccccc4ccn23)cc1
3.1,CC(=O)Nc1cccc(-c2csc(C(O)c3ccc(F)cc3)n2)c1 (centres undefined)
-0.7,OC(c1ccc2ccccc2c1)c1ncc(-c2cccc3ccccc23)[nH]1 (centres undefined)
-0.1,CCNC(=O)c1cc2c(c(-c3cccc(-c4ccccc4F)c3)n1)[C@@H](CCO)N(C(=O)CC1CC1)C2
2.7,Cc1nc2c(OCc3ccc(OC(F)F)cc3)cccn2c1N(C)C(=O)CCC1CCCC1
3.3,OCC1OC(n2cnc3ncccc32)C(O)C1O (centres undefined)
-0.4,CCCc1nc2ccc(C)cn2c1Cc1ccc(C)cc1
3.0,COc1ccc(C(C)=O)cc1Cn1c(C)c(C(=O)NC2CC2)sc1=O
2.9,Cc1nnsc1C(=O)N1CCCC(C)(C(=O)NS(=O)(=O)C2CC2)C1 (centres undefined)
2.2,Cc1ccc(N2CCN(C(CCc3ccccc3)C(=O)Nc3c(C)cccc3C)CC2)cc1 (centres undefined)
2.5,CCCNC(=O)C1(C)CCCN(Cc2cc3ccccc3o2)C1 (centres undefined)
2.0,CC1(Cc2ccc(OC(F)(F)F)cc2)C(=O)Nc2ccc(OC(F)(F)F)cc21 (centres undefined)

3 of the compounds above, with each value named.
> CCCc1c(-c2cccc(Br)c2)ncn1Cc1ccccc1OC
- phage Ecoli inh: 1.4
> COC(=O)C1C(=O)N(S(=O)(=O)c2ccc([N+](=O)[O-])cc2)c2ccccc21 (centres undefined)
- phage Ecoli inh: 3.2
> CC(C)(C)NC(=O)C(c1cc2ccccc2o1)n1c(=O)c(-c2ccccc2)nc2ccccc21 (centres undefined)
- phage Ecoli inh: 0.9
